# From PubChem BioAssay
# TDP1 inh: blocks human tyrosyl-DNA phosphodiesterase 1; Q9NUW8; recombinant TDP1, AlphaScreen DNA substrate cleavage; Potency, µM (top dose mostly 130 µM), inactives show top-dose activity change, negative = inhibition, hits mostly inhibitors; 0.28% of 350,000 active; note: nearly all actives have a fitted effect of over 40% in size
# Target sequence (Q9NUW8 whole entry, looked up): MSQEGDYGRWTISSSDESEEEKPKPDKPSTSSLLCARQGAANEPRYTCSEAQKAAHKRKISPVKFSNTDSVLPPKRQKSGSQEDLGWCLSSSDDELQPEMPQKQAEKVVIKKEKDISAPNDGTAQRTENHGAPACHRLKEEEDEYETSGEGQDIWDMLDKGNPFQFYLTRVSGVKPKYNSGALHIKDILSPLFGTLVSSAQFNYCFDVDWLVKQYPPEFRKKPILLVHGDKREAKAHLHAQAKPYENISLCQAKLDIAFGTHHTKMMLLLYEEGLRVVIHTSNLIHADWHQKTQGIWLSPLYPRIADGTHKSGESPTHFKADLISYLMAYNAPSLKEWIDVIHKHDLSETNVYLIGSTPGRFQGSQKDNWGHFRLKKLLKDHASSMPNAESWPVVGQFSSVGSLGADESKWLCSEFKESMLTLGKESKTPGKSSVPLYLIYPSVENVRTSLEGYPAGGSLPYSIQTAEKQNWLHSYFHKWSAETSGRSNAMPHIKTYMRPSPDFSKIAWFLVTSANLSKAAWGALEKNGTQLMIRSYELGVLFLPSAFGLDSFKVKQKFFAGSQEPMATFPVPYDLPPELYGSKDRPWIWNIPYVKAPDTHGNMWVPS
#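 AlphaScreen read-out: signal falls as enzyme removes the 3' tyrosine-FITC from a 5'-biotinylated DNA oligo (15 nM, 5 min, RT). Enzyme was E. coli-made recombinant Tdp1 at 1 nM, exposed to compound for 15 min beforehand; beads 10 ug/ml, 10 min.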
# TDP1 cell noCPT: qHTS for Inhibitors of human tyrosyl-DNA phosphodiesterase 1 (TDP1): qHTS in cells in absence of CPT | Potency, µM (highest dose often 46.2 µM), for the others: top-dose activity change, negative = growth inhibition, hits mostly inhibitors | 15% of 420,000 active | DT40 Tdp1-/- hTDP1 cells, no CPT, ATP luminescence, 48 h | AID 686978, 2013; note: nearly all actives have a fitted effect of over 55% in size
#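 Growth kinetics read by CellTiter-Glo luminescence after ≥48 hr at 37 °C. Cells: DT40 Tdp1-/- stably carrying human TDP1, 400 per well, compound exposure in the absence of CPT (DMSO vehicle).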
# DT40 TDP1 CPT: growth inhibition of DT40 Tdp1-/-;hTDP1 cells with camptothecin (screen for TDP1 inhibitors). AID 686979. chicken DT40 Tdp1-/-;hTDP1 cells + 20 nM CPT, ATP luminescence, 48 h. Potency, µM (highest dose often 46.2 µM), inactives show at the highest dose activity change, negative = growth inhibition, actives largely listed as inhibitors. 12% of 420,000 active; note: nearly all actives have a fitted effect of over 55% in size
#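 Chicken DT40 Tdp1-/- cells complemented with human TDP1, 400 cells/well, exposed to compounds plus 20 nM camptothecin for at least 48 h at 37 C; viability read as ATP content by CellTiter-Glo luminescence.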
# Starred values were filed as active, the others as inactive; u = inconclusive; x = not tested or not shown; [ ] = another dose, or the depositor's remark. Calls come from the whole dose curve; as a rule, active = well fitted curve in the direction sought with a large enough effect; inconclusive = small, poorly fitted or top-dose-only effect, or another doubt; inactive = no such curve, though single readings can be large; an effect the other way counts as inactive or inconclusive. % is set by controls: 0 for no effect and ±100 for the full control effect; potency is the fitted concentration of half-maximal effect.
SMILES,TDP1 inh,TDP1 cell noCPT,DT40 TDP1 CPT
CC1=C(C#N)C(C(F)(F)F)(C(F)(F)F)N=C(c2ccco2)N1,4%,16µM*,u
O=[N+]([O-])c1ccc(-c2cn3c(n2)SCC3)cc1,x,u,-28%
COc1cc(S(=O)(=O)N(Cc2cccnc2)Cc2ccco2)ccc1-n1cnnn1,3%,u,u
COc1ccc(-c2ccc(NS(=O)(=O)c3cc([N+](=O)[O-])c(C)c([N+](=O)[O-])c3)cc2)nn1,5%,-4%,-4%
O=C(Nc1ccccc1C(=O)O)c1ccc2ccccc2n1,0%,u,0%
CCCCN(C)CCNC(=O)c1cn(C)c(=O)c2c1c1ccccc1n2C,x,-7%,-24%
Cc1ccc(C)c(S(=O)(=O)/N=C2\C=C(NS(=O)(=O)c3ccccc3)C(=O)c3ccccc32)c1,x,16µM*,16µM*
O=Cc1ccc2oc3nc4n(c(=O)c3c(=O)c2c1)CCCS4,10µM*,u,-18%
Cc1noc(C)c1NC(=O)Nc1ccc2c(c1)C(=O)N([C@H](C)CO)C[C@H](C)[C@@H](CN(C)C(=O)Nc1ccccc1)O2,0%,-1%,4%
CCN(c1ccccc1)S(=O)(=O)c1ccc(C(=O)NCCCN2CCOCC2)cc1,3%,3%,-12%
CCCCCC(=O)Nc1nc(C)c(-c2csc(Nc3ccc(Cl)cc3)n2)s1,10%,13µM*,u
CN(C)C(CNC(=O)CCS(=O)(=O)c1ccccc1)c1ccccc1 (stereo not drawn),x,-23%,15%
CC(C)(C)CN1CCNC(=O)C1CC(=O)N1CCOc2ccccc2C1 (stereo not drawn),0%,u,-11%
O=C(Nc1ccc2c(c1)[C@@H]1C[C@@H](CC(=O)N3CCCCC3)O[C@@H](CO)[C@@H]1O2)NC1CCCCC1,x,-20%,-9%
O=C(Cc1ccccc1)N(c1ccc(F)cc1)C1C=CS(=O)(=O)C1 (stereo not drawn),0%,1%,-1%
Cc1cc2nc(-c3ccc(NC(=O)c4cc5ccccc5o4)cc3)oc2cc1C,2%[12.3 µM],-4%,-7%
COc1ccc(C=O)cc1C1=CC(=O)C[C@H](c2ccc(Cl)cc2)C1,1%,u,u
CCCCNC(=S)Nc1ccc2nc3n(c(=O)c2c1)CCCCC3,1%,11%,20%
O=c1cc2c(nn1Cc1ccccc1Cl)-c1ccccc1CC2,3%,-18%,-26%
O=[N+]([O-])c1ccc([N+](=O)[O-])c(Nc2ccc(N3CCOCC3)cc2)c1,-3%,-26%,-29%
CCc1ccc(S(=O)(=O)Nc2ccc(-c3ccc4nnc(C)n4n3)cc2)s1,-5%,u,u
CC(C)CCNC(=O)C(C)N(C(=O)c1snc(C(N)=O)c1N)c1cnc2ccccc2c1 (stereo not drawn),5%,u,-6%
O=[N+]([O-])c1cc(F)c(N2CCCCC2)cc1N1CCOCC1,5%,-24%,u
c1ccc(Cn2nnnc2C(c2ccncc2)N2CCOCC2)cc1 (stereo not drawn),4%,-11%,-12%
Cc1cc(S(=O)(=O)NCc2ccccc2)ccc1OCC(=O)N1CCCC1,1%,-12%,1%
# Additional structures follow:
SMILES,TDP1 inh,TDP1 cell noCPT,DT40 TDP1 CPT
CC(=O)c1ccn(S(=O)(=O)c2ccccc2)c1,-3%,-25%,12%
COCCN(C(=O)COC(=O)CSc1cc(C)ccc1C)c1c(N)n(Cc2ccccc2)c(=O)[nH]c1=O,x,-5%,-20%
O=C1CCN(Cl)C(=O)N1Cl,x,-7%,-4%
O=C(COc1ccccc1[N+](=O)[O-])OCCCOC(=O)COc1ccccc1[N+](=O)[O-],6%,-10%,4%
Cc1cccc(N2CCN(C(=O)Cn3nc(Cc4ccncc4)c4ccccc4c3=O)CC2)c1C,x,u,u
COc1ccc2c(CN3CCN(Cc4ccccc4)CC3)cc(=O)oc2c1,x,23µM*,u
COc1ccc(/C=C/C(=O)NC(=S)N2CCN(c3ccccc3OC)CC2)cc1,x,-28%,-15%
O=C(CN1CCN(C/C=C/c2ccccc2)CC1)NCc1ccccc1,1%,u,u
O=C(Nc1nnc(-c2ccc3c(c2)CCCC3)o1)C1CCCCC1,7%,u,15µM*
CC1CCN(c2ccc(NC(=S)NC(=O)c3ccc(-c4cccc([N+](=O)[O-])c4)o3)cc2)CC1,4%,10µM*,11µM*
CC1CC(C)CN(C(=O)COC(=O)CNC(=O)C23CC4CC(CC(C4)C2)C3)C1 (stereo not drawn),-7%,-4%,4%
O=C(NCc1cccc(Cl)c1)N1CCN(S(=O)(=O)c2ccccc2F)CC1,1%,-18%,-18%
CCOc1ccc(NC(=S)NC(=O)c2cccnc2)c([N+](=O)[O-])c1,6%,-1%,4%
CCCc1cc(=O)oc2cc(C)cc(OC(C)C(=O)NCCN3CCOCC3)c12 (stereo not drawn),5%,-1%,-17%
COc1ncccc1-c1cc2nc(NCCNC(C)=O)n(C)c(=O)c2s1,x,u,u
COC(=O)C1CN(C(=O)C(C)Oc2cccc(C)c2C)c2ccccc2O1 (stereo not drawn),x,11%,5%
Cc1csc2nc(-c3ccc(NS(=O)(=O)c4cc(F)ccc4F)cc3)cn12,5%,-22%,-10%
CC(Oc1ccccc1)C(=O)N1CCN=C1SCc1cccc(F)c1 (stereo not drawn),-9%,9%,-13%
COc1ccccc1C(=O)NNC(=O)c1cc2ccccc2cc1O,x,18µM*,13µM*
COc1ccc(CCN2CC(C(=O)N(C)Cc3ccccn3)CCC2=O)cc1 (stereo not drawn),x,-11%,-10%
Cc1ccccc1NC(=O)N1CCc2cc(S(=O)(=O)N3CCC(C)CC3)ccc21,5%,-21%,-19%
CNS(=O)(=O)c1cccc(C(=O)OCC(=O)c2cc(C)n(CC3CCCO3)c2C)c1 (stereo not drawn),6%,-27%,-25%
CCCCc1nnc(NC(=O)CN2C(=O)NC3(CCCCC3)C2=O)s1,0%,1%,-8%
O=C(CN1C(=O)c2ccc(Br)cc2C1=O)NCC1CCCO1 (stereo not drawn),0%,-3%,2%
O=C(NCCS(=O)(=O)N1CCN(c2ccccc2F)CC1)c1ccc(Cl)cc1,x,-21%,-2%
# The listing continues.
SMILES,TDP1 inh,TDP1 cell noCPT,DT40 TDP1 CPT
CC(=O)Nc1cc(-c2cccc(C(=O)NCCN(C)C)c2)cn2c(-c3ccc(S(C)(=O)=O)cc3)cnc12,x,-29%,5%
CC(=O)N(OCc1ccc(OC(C)C)c(Cl)c1)C(C)=O,0%,24%,2%
CC1(C)Cc2ccccc2-c2nnc(-c3ccco3)n21,-11%,-13%,-16%
CC1CCN(C(=O)CCCl)c2ccccc21 (stereo not drawn),x,-18%,5%
CCCCn1nnnc1C(c1cc2ccccc2o1)N(CCC#N)Cc1ccccc1 (stereo not drawn),x,u,16µM*
Cc1nc2ccn(Cc3cccnc3)c(=O)c2cc1C(=O)NCc1ccc(Cl)cc1,8%,u,u
O=C(CSc1nnnn1-c1ccccc1)NC(=O)Cc1ccccc1,1%,6%,1%
CCOC(=O)C(CC)Sc1nnc2c3cc(C)ccc3n(C)c2n1 (stereo not drawn),-1%,u,u
Cc1c(NC(=O)c2cc([N+](=O)[O-])ccc2N2CCOCC2)cccc1-c1nc2ccccc2o1,-3%,26µM*,u
COc1ccc(N2CN=C3SCC(=O)N3C2)cc1,1%,u,u
COc1cc(OC)cc(-c2c(-c3cccs3)c3cc(-c4ccc(OCc5ccccc5)cc4)ccc3n2C)c1,2%,-28%,-17%
OCCN(CCO)c1cc2c3ccccc3ccc2c2ccccc12,x,16µM*,u
COc1ccc(NC(=O)c2cc(=O)[nH]c(=O)[nH]2)cc1S(=O)(=O)Nc1ccccc1Cl,-5%,-3%,-24%
O=C(N/N=C/c1ccccc1[N+](=O)[O-])c1ccc2nc[nH]c2c1,-4%,-14%,1%
CCOc1ccc(OCCC(=O)OCC(=O)NC(C)c2ccccc2)cc1 (stereo not drawn),x,5%,-19%
CN(CC(=O)NNC(=O)CNC(=O)c1ccccc1F)S(=O)(=O)c1ccc(Cl)cc1,1%,-1%,-5%
CC1CCN(C(=O)CC#N)CC1,3%,3%,10%
COc1ccc(C(O)(CCN2CCOCC2)c2ccccc2)cc1 (stereo not drawn),x,-13%,3%
Cc1cc(NC(=O)CCCSc2nc(-c3ccco3)cc(C(F)(F)F)n2)no1,0%,-27%,0%
Cn1cccc1Cc1nnc(SCC(=O)Nc2ccc3c(c2)OCCO3)n1-c1ccc(F)cc1,11%,-5%,-20%
CC(C(=O)NC1CCCC1)N(C(=O)c1snc(C(N)=O)c1N)c1ccc2c(c1)OCCO2 (stereo not drawn),4%,-29%,-19%
N#C/C(=C\c1ccc(F)cc1)C(=O)NC1CCS(=O)(=O)C1 (stereo not drawn),x,-16%,-8%
O=C(COc1ccc(-c2nnco2)cc1)N1CCOCC1,-2%,7%,4%
O=C(Cn1ccc(C(F)(F)F)n1)N/N=C/c1ccc(N2CCOCC2)cc1,5%,2%,6%
COc1ccc(C(=O)N2c3ccccc3C(C)(c3ccc(Cl)cc3)CC2(C)C)cc1 (stereo not drawn),6%[12.3 µM],16µM*,u

# Full records as entered above.
# `OCCN(CCO)c1cc2c3ccccc3ccc2c2ccccc12` in the list: TDP1 inh: x; TDP1 cell noCPT: 16µM*; DT40 TDP1 CPT: u
# `Cc1nc2ccn(Cc3cccnc3)c(=O)c2cc1C(=O)NCc1ccc(Cl)cc1` in the list: TDP1 inh: 8%; TDP1 cell noCPT: u; DT40 TDP1 CPT: u
# `COc1ccc(C(O)(CCN2CCOCC2)c2ccccc2)cc1` (stereo not drawn) in the list: TDP1 inh: x; TDP1 cell noCPT: -13%; DT40 TDP1 CPT: 3%

# Compounds listed so far that have an aryl thioether with sulfur outside any ring, in the order listed:
SMILES,TDP1 inh,TDP1 cell noCPT,DT40 TDP1 CPT
COCCN(C(=O)COC(=O)CSc1cc(C)ccc1C)c1c(N)n(Cc2ccccc2)c(=O)[nH]c1=O,x,-5%,-20%
O=C(CSc1nnnn1-c1ccccc1)NC(=O)Cc1ccccc1,1%,6%,1%
CCOC(=O)C(CC)Sc1nnc2c3cc(C)ccc3n(C)c2n1 (stereo not drawn),-1%,u,u
Cc1cc(NC(=O)CCCSc2nc(-c3ccco3)cc(C(F)(F)F)n2)no1,0%,-27%,0%
Cn1cccc1Cc1nnc(SCC(=O)Nc2ccc3c(c2)OCCO3)n1-c1ccc(F)cc1,11%,-5%,-20%

# Structural class, the entries above containing a thiophene ring, fused or not (3)
SMILES,TDP1 inh,TDP1 cell noCPT,DT40 TDP1 CPT
CCc1ccc(S(=O)(=O)Nc2ccc(-c3ccc4nnc(C)n4n3)cc2)s1,-5%,u,u
COc1ncccc1-c1cc2nc(NCCNC(C)=O)n(C)c(=O)c2s1,x,u,u
COc1cc(OC)cc(-c2c(-c3cccs3)c3cc(-c4ccc(OCc5ccccc5)cc4)ccc3n2C)c1,2%,-28%,-17%

# Continued.
SMILES,TDP1 inh,TDP1 cell noCPT,DT40 TDP1 CPT
Cc1ccc(OCC(=O)Nc2cnn(CCCC(=O)O)c2)c([N+](=O)[O-])c1,3%,-10%,2%
CCOC(=O)c1cc(-c2ccccc2)n(CCC(=O)Nc2ccc(C)cc2Cl)c1C,3%,u,u
COc1ccc2cc(C3=CC(=O)CC(C)(C)C3=O)ccc2c1,x,u,-26%
COC(=O)CCCC1=CC2=CC(=O)C(C)(OC(=O)c3cccs3)C(=O)C2=CN1c1ccccc1 (stereo not drawn),-5%[21 µM],-21%,-18%
O=C(NCc1ccccn1)c1ccc(Cl)c(S(=O)(=O)N2CCOCC2)c1,1%,-8%,-2%
CCOCc1cc(CN2CCN(c3cccc(C(F)(F)F)c3)CC2)c(O)c2ncccc12,13%,6.5µM*,6.5µM*
CC(=O)c1cccc(NC(=O)CN2C(=O)c3cccnc3Oc3ccc(Cl)cc32)c1,3%,13µM*,18µM*
Cc1nc2cc(NC(=O)Nc3ccccc3Cl)ccc2n1C,1%,u,-18%
CN(C)c1ccnc2sc(C(=O)c3ccc(Br)cc3)c(N)c12,6%,-25%,0%
Cn1cc(CN2CCCC(CNS(=O)(=O)c3cccc4cccnc34)C2)cn1 (stereo not drawn),4%,-2%,25%
COc1ccc(C(=O)NNC(=O)c2cc3ccccc3cc2O)cc1,x,13µM*,u
Cc1ccc(S(=O)(=O)Nc2nc3ccc(S(=O)(=O)N4CCCC4)cc3s2)cc1,3%,-12%,-3%
CC(C)CN1CCC1(C)C(=O)Nc1cccc(C#N)c1 (stereo not drawn),x,-26%,-11%
